# Screening data: PubChem BioAssay, Broad Institute
# Rtt109 HAT inh = inhibitors of C. albicans Rtt109/Vps75 HAT, primary screen, biochemical, ThioGlo CoA-SH fluorescence, plate reader | Histone acetyltransferase RTT109 (Candida albicans (strain SC5314 / ATCC MYA-2876)), … | purified Rtt109/Vps75, 4 h | inhibition, % at 34.9 µM | 0.16% of 330,000 active | AID 540336, 2011;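 active means inhibition of at least 50% in every replicate; inconclusive means best replicate reaches 50% inhibition but some replicates fall short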
# CAL PDZ FP-1 = CAL PDZ peptide-binding inhibitors, primary screen, biochemical, fluorescence polarization, Cer-tagged CAL PDZ, HTS | Golgi-associated PDZ and coiled-coil motif-containing protein (Homo sapiens), Q9HD26 | AID 504414, 2011 | purified CAL PDZ, TMR-peptide fluorescence polarization, 1 h | inhibition, % at 20 µM | 0.02% of 330,000 active;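 active means highest replicate inhibition of at least 40%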;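 further: plate controls were DMSO neutral control wells for no effect and unlabeled competitor peptide control wells for full effect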
#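 System: purified tagged CAL PDZ domain construct (CerCALP). Schedule: 1 h incubation at room temperature before polarization reading. Medium: 25 mM sodium phosphate pH 7.4, 150 mM NaCl, TCEP, IgG, Thesit. Read-out: percent inhibition from loss of millipolarization. Measured by: FP readout, S and P plane fluorescence. Probe or stimulus: fluorescent TMR peptide probe.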
# SR-BI DiI-HDL act = activators of SR-BI mediated DiI-HDL uptake, primary screen, ldlA[mSR-BI] CHO cells, DiI fluorescence; activation, % at 12.5 µM; 0.096% of 320,000 active; 3 h; 100 = double the neutral-control signal; AID 504775, 2011;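 active means mean replicate activation of at least 60% and every replicate at or above 60%; inconclusive means mean or all-replicate condition met, but not both; inactive means mean below 60% and not all replicates reaching 60%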;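 further: 0% = median plate neutral-control signal and 100% = twice that signal; values of inactives mirror those of a sister screen read the other way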
#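 Assay system: CHO ldlA[mSR-BI] cells, LDL receptor-null, SR-BI overexpressing; medium: Ham's F12 with 0.5% BSA, HEPES 25 mM, pH 7.4; also added: DiI-HDL 10 µg/mL; timing: 3 h uptake period with compound, 37 °C; signal: DiI fluorescence, bottom read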
# dFosB activator = activators of delta FosB homodimer, primary screen, biochemical, fluorescence polarization, TAMRA-CDK5 oligo, single point | Protein FosB (Mus musculus), P13346 | purified delta FosB; percent of positive-control signal above neutral wells | activation, % at 25 µM | 0.99% of 340,000 active | AID 493131, 2011;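 active means mean activation above about 17%, with every replicate also reaching it, limit read from the data, passing the limit was not always enough; inconclusive means only one of the two conditions met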;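 further: fluorescence polarization rise as delta FosB binds a TAMRA Cdk5 AP-1 oligo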
# Target sequence (P13346 whole entry, looked up): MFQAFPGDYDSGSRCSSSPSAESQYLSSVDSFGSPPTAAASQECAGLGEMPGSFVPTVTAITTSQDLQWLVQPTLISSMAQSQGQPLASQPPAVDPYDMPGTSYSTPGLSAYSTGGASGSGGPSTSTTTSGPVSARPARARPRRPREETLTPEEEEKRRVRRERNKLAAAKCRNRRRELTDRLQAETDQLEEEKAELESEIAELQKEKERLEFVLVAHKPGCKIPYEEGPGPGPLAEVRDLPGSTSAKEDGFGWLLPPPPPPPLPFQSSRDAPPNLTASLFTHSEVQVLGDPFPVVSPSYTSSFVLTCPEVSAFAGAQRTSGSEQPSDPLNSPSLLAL
# MITF TRPM1 HTS = activators of MITF-driven TRPM1 promoter reporter, primary screen, cell-based, SK-MEL-5, luciferase, single point. AID 588334, 2011. activation, % at 12.5 µM. 0.75% of 300,000 active. SK-MEL-5 TRPM1-promoter luciferase, 24 h; % of positive control, neutral wells = 0;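 active means mean activation of at least 80% with every replicate also reaching 80%; inconclusive means mean reaches 80% but some replicate falls short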;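 further: 0% = neutral control wells and 100% = parthenolide positive control wells; values of inactives mirror those of a sister screen read the other way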
# PfHsp90 yeast 2 = growth inhibition of PfHsp90-expressing yeast, primary screen, antimalarial PfHsp90 inhibitor project, S. cerevisiae, BacTiter-Glo luminescence, single point, set 2. BacTiter-Glo ATP, 48 h; yeast lacking PDR1 and PDR3 efflux regulators. 0.32% of 310,000 active. inhibition, % at 9.4 µM;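 active means every replicate shows inhibition above about 80%, whatever the replicate mean, limit read from the data; inconclusive means mean inhibition reaches the set limit but some replicate falls short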;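 further: 0% = DMSO neutral controls and 100% = 20 µM radicicol positive controls; yeast relying on Plasmodium falciparum Hsp90 in place of its own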
# PvdQ acylase = P. aeruginosa PvdQ acylase inhibitors, primary screen, biochemical, fluorescence, plate reader and imaging, single point; PvdQ acylase [Pseudomonas aeruginosa LESB58]; purified PvdQ acylase; inhibition, % at 10 µM; 0.063% of 340,000 active; AID 488965, 2010; in the data active means inhibition above about 30%, passing the limit was not always enough; inconclusive means no clear call, values can overlap the other calls;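 further: 0% = vehicle neutral wells and 100% = reference inhibitor wells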
# CAL PDZ FP-2 = untagged CAL PDZ binding inhibitors, primary screen, biochemical, fluorescence polarization, HTS | purified CAL PDZ, TMR-peptide fluorescence polarization, 1 h | 0.92% of 300,000 active | AID 602252, 2012 | inhibition, % at 24.9 µM | Golgi-associated PDZ and coiled-coil motif-containing protein (Homo sapiens), Q9HD26;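 active means mean inhibition of at least 30% with at least half of replicates also reaching 30%; inconclusive means no clear call, values can overlap the other calls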;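 further: 0% = DMSO neutral control and 100% = excess unlabeled competitor peptide PRC23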
# NSD2 HMT inh = NSD2 histone methyltransferase inhibitors, primary screen, biochemical, AlphaScreen, single concentration, set 2 | NSD2 peptide methylation, 120 min | inhibition, % at 12.5 µM | 0.54% of 310,000 active; in the data active means inhibition above about 50%
# SR-BI HDL uptake = inhibitors of SR-BI mediated HDL lipid uptake, primary screen, ldlA[mSR-BI] cells, fluorescence, single point; Scavenger receptor class B member 1 (Mus musculus), Q61009; ldlA[mSR-BI] CHO cells, DiI-HDL uptake fluorescence, 3 h; inhibition, % at 12.5 µM; 0.96% of 320,000 active;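 active means mean replicate inhibition of at least 70% and a set share of replicates each scoring 70 or more; inconclusive means meets just one of the two criteria; inactive means fails both criteria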;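 further: 0% = median of neutral control wells and 100% = median of positive control wells; values of inactives mirror those of a sister screen read the other way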
# Target sequence (Q61009 whole entry, looked up): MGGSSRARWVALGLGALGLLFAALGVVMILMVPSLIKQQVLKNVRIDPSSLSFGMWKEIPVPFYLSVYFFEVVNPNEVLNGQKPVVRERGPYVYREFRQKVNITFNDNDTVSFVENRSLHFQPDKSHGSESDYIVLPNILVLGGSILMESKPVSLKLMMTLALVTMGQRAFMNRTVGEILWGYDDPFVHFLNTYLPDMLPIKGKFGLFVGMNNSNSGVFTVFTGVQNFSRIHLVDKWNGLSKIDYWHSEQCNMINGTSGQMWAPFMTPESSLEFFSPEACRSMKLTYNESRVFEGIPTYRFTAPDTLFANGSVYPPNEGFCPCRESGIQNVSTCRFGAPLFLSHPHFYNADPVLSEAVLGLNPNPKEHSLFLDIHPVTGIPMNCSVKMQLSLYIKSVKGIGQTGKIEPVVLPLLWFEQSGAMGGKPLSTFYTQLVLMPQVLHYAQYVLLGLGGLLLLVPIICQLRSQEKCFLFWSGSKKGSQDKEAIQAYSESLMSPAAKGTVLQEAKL
# An asterisk follows results filed as active; ? = inconclusive; . = no result given. No enrichment for hits (roughly 4.3% active in at least one column).
No.	molecule	SR-BI DiI-HDL act	NSD2 HMT inh	MITF TRPM1 HTS	SR-BI HDL uptake	CAL PDZ FP-2	PfHsp90 yeast 2	PvdQ acylase	CAL PDZ FP-1	dFosB activator	Rtt109 HAT inh
1	CCOc1cc(C#N)c(NC(=O)CSc2nnnn2-c2ccc(OC)cc2)cc1OCC	-25.7	1.3	.	25.7	-2.2	11.1	-4.2	-0.6	10.3	-3.8
2	NC(=O)CSc1nnnn1-c1ccc2c(c1)OCCO2	6.8	-1.0	0.8	-6.8	0.8	0.9	3.7	0.7	-2.2	-6.0
3	Cc1cc(C(=O)NC2CC(C)(C)Cc3c2cnn3-c2cccc(F)c2)nn1C (stereo unspecified)	2.6	-1.1	5.9	-2.6	-0.1	2.4	-4.6	-0.9	-2.4	0.9
4	CNC(=S)N/N=C/c1cn(CCOc2cccc(OC)c2)c2ccccc12	-79.7	-0.8	-7.4	79.7*	-1.7	-47.8	4.2	1.5	-3.6	5.1
5	CCOC(=O)c1[nH]nc2c1C(=O)N(CC)C2=O	1.2	0.2	-16.5	-1.2	1.0	3.5	-0.2	-0.2	-4.1	-1.1
6	O/N=C1\CCCc2oc3c(c21)CCCC3	21.6	3.1	-3.6	-21.6	1.1	-2.3	-1.4	0.4	5.1	-0.5
7	C/C(=N/NC(=O)c1ccc(C)nc1)c1ccc2c(c1)CCCC2	7.3	-2.0	12.9	-7.3	-1.2	-16.5	6.3	-2.7	1.9	11.7
8	CCC1Oc2ccc(C)cc2N(CC(=O)N2CCCC2)C1=O (stereo unspecified)	7.8	0.1	3.6	-7.8	.	16.7	-8.2	-0.4	2.2	-1.2
9	Cc1c(Cl)cccc1NC(=O)N1CCCN(c2nc(-c3ccccc3)ns2)CC1	-24.0	0.7	-16.6	24.0	-4.5	-21.7	-10.2	-0.9	-3.2	1.8
10	CCOC(=O)C1=C(COC(=O)CNC(=O)c2ccc(C)cc2)NC(=O)NC1C (stereo unspecified)	3.9	-1.6	-4.8	-3.9	-0.3	0.5	-14.5	-0.6	-7.7	-12.0
11	CC1CC(C)CN(C(=O)COC(=O)COc2ccccc2C#N)C1 (stereo unspecified)	22.0	8.4	1.3	-22.0	-0.5	36.0	-6.8	-0.2	-21.0	-3.1
12	CC1(C(=O)O)COC(c2ccc([N+](=O)[O-])cc2)OC1 (stereo unspecified)	42.6	-0.1	-8.7	-42.6	2.7	13.6	-0.2	-0.9	6.2	3.2
13	CCCC(=O)N1CCN(c2ccc(NC(=O)c3cc4ccccc4o3)cc2Cl)CC1	-61.8	.	-60.9	61.8	-3.6	17.9	-1.2	-0.6	-6.1	10.9
14	CCCS(=O)(=O)c1nc(S(=O)(=O)c2ccc(C)cc2)c(NCCCN2CCCC2=O)s1	-7.5	-2.2	9.8	7.5	41.7*	-0.8	-11.7	-0.9	-3.4	0.5
15	CC(=O)NNS(=O)(=O)c1scc(S(=O)(=O)c2ccc(Cl)cc2)c1C	-6.0	3.3	-8.5	6.0	-4.4	-63.6	-1.9	-0.5	1.0	.
16	Cc1cc(N2CCOCC2)c2c(N)c(Br)cc(C)c2n1	-13.1	.	-1.9	13.1	-2.9	-9.5	0.4	0.1	-0.2	-5.2
17	COc1ccc(S(=O)(=O)N2CCC(C(=O)OCC(=O)c3ccccc3)CC2)cc1[N+](=O)[O-]	14.3	-5.0	2.1	-14.3	5.8	1.3	4.6	-0.4	-2.7	-9.4
18	COC(=O)c1ccsc1NC(=O)c1cccc(OC)c1	-2.3	1.0	-7.2	2.3	-0.1	.	-4.0	-1.3	-29.6	-3.3
19	Cc1ccc(/C=N\NC(=O)c2ccc(Cn3cc(Br)c([N+](=O)[O-])n3)o2)o1	-15.4	-0.8	-5.6	15.4	-3.0	1.5	-4.6	-2.9	26.6*	-7.5
20	CC(C)(C)c1ccc(Cn2nnc3c(=O)[nH]c(C4CCN(C(=O)Cc5cccs5)CC4)nc32)cc1	25.6	0.2	0.9	-25.6	.	.	-15.2	-4.0	-27.2	24.2
21	CCOc1ccc(C(=O)Nc2nnc(C(C)C)s2)cc1OCC	-77.8	0.5	23.8	?	-0.7	4.0	-17.4	.	-3.7	-8.4
22	Cc1ccc(C(c2sc3nc(C)nn3c2O)N2CCN(c3ccc(F)cc3)CC2)cc1 (stereo unspecified)	1.0	.	-6.5	-1.0	-3.9	0.1	-4.5	.	-9.0	-8.6
23	O=C(O)CCCc1nc(-c2ccc(Cl)cc2)no1	22.1	-5.8	.	-22.1	-0.8	-6.0	6.3	0.7	4.6	-3.1
24	CC(=O)Oc1ccccc1N(C(C)=O)S(=O)(=O)c1ccc2ccccc2c1	22.7	-4.3	3.1	-22.7	-2.2	-11.4	-7.5	-2.7	-2.5	-2.2
25	O=C(NCCc1ccccc1)c1ccc(CS(=O)(=O)Cc2ccccc2F)o1	29.2	-3.5	10.7	-29.2	.	15.6	-9.4	-2.5	-3.5	-6.9
26	COc1ccccc1N1CCN(/N=C\c2sccc2C)CC1	-30.3	32.8	43.1	30.3	-2.2	-31.8	-16.1	-0.1	-3.6	-0.1
27	Cn1c(N/N=C2\CCCc3ccccc32)nc2c1c(=O)n(Cc1ccccc1)c(=O)n2C	-26.2	-0.9	2.2	26.2	-28.7	14.5	-12.1	-0.8	4.2	6.2
28	COC(=O)[C@@H](NC(=O)Nc1ccc2c(c1)OCCO2)C(C)C	20.4	1.8	3.6	-20.4	-1.6	2.5	1.6	-0.4	1.2	-0.8
29	O=C(NCc1ccc2c(c1)OCO2)c1ccc(CSCc2ccccc2Cl)o1	22.2	-1.0	-10.5	-22.2	-2.3	-4.6	3.8	-2.7	-5.5	-1.5
30	CCn1c(C)c(C)c2cc(C(=O)NCCCN3CCCC3)ccc21	-68.5	36.3	3.7	68.5	-3.1	11.6	-7.8	-1.3	1.6	-14.5
31	O=c1[nH]nc(Cc2ccc([N+](=O)[O-])cc2)c2ccccc12	-0.4	4.3	9.9	0.4	-4.7	-6.7	-2.5	-0.3	-5.5	3.8
32	Cc1cc(=O)oc2cc(NC(=O)C(C)Oc3ccc(F)cc3)ccc12 (stereo unspecified)	0.2	-3.9	22.4	-0.2	-3.4	-7.6	-9.3	-3.1	-11.4	-9.9
33	CSCC[C@H](NS(=O)(=O)c1ccc(C(C)=O)cc1)c1nnc2ccccn12	22.1	20.7	-4.1	-22.1	-3.9	-1.8	-6.8	-1.7	-6.2	2.3
34	Cc1nc(NCc2ccccc2)[nH]c(=O)c1CCC(C)C	-8.7	0.4	2.3	8.7	-1.8	-0.4	-16.5	-0.3	-3.5	5.9
35	CC1=C(C(=O)Nc2cc(C(=O)N3CCN(c4cccc(C)c4C)CC3)ccc2C)SCCO1	-55.2	7.8	-0.1	55.2	-23.2	-13.3	-5.7	-6.1	-15.1	-0.5
36	COC(=O)[C@@H](Cc1ccccc1)NC(=O)NCCc1c[nH]c2ccccc12	-10.0	-0.7	3.4	10.0	.	10.4	6.9	-0.4	-5.0	-8.3
37	O=C(NCc1ccccc1)c1nnc(CS(=O)(=O)c2ccccc2)o1	28.7	.	.	-28.7	.	-37.6	-10.0	0.2	6.2	-3.6
38	COc1ccc(CN(CCC(C)C)S(=O)(=O)c2ccccc2Br)cc1	-33.4	.	6.9	33.4	-3.7	14.6	1.1	2.1	-2.2	5.4
39	O=S(=O)(NCc1cc(-c2ccc(Cl)cc2)no1)c1ccccc1	17.7	-5.7	.	-17.7	-2.0	.	-0.8	-1.7	-6.1	-2.8
40	COc1ccc(/C(C)=C2/SC(=S)N(CCC(=O)O)C2=O)cc1	26.7	1.4	6.9	-26.7	0.4	-40.7	-13.1	-1.8	1.5	-8.3
41	Cc1cccc(C)c1NC(=O)CNC(=O)C1COc2ccccc2O1 (stereo unspecified)	14.0	-0.8	.	-14.0	-2.8	-8.6	-6.5	0.4	7.2	-4.6
42	CN(c1ccccc1)S(=O)(=O)c1cc(C(=O)Nc2ccccc2N2CCOCC2)ccc1Cl	-9.9	-1.8	-7.6	9.9	-3.9	.	-11.1	-0.1	-7.0	-3.2
43	CCOC(=O)C1(C(=O)OCC)COC(=O)C2(CC)OC21 (stereo unspecified)	-1.7	-0.9	-2.6	1.7	-3.1	-18.9	-0.3	0.0	2.5	3.8
44	O=C(Nn1c(-c2ccccc2)nc2ccccc2c1=O)c1ccc([N+](=O)[O-])cc1	25.9	-1.1	1.3	-25.9	-7.2	13.4	-16.2	0.0	4.4	-2.5
45	O=c1cc(CSc2nnc(C3CC3)n2Cc2ccccc2)nc2sccn12	-4.9	-1.0	4.1	4.9	.	-2.1	-12.4	-1.2	-2.0	0.5
46	CCC1CCC(C(=O)NNC(=O)c2cc(-c3ccco3)[nH]n2)CC1 (stereo unspecified)	0.2	-2.9	-1.4	-0.2	-1.5	-0.8	-3.1	-0.6	-13.0	1.2
47	Cc1ccc(CN2CC(C(=O)NC3CCCC(C)C3C)CC2=O)cc1 (stereo unspecified)	23.7	0.3	6.4	-23.7	1.6	0.4	-5.0	-0.8	-3.9	6.5
48	CCOc1ccccc1C(=O)Nc1nn[nH]n1	-2.2	6.7	-2.5	2.2	.	7.9	-9.3	0.7	2.3	-2.9
49	CC(=O)C1=C(O)C(=O)N(c2ccccn2)C1c1cccc(F)c1 (stereo unspecified)	22.4	-1.9	2.4	-22.4	-1.8	23.0	-4.8	0.8	3.4	1.6
50	CCc1ccc(-c2nc(SCC(=O)N(CCOC)c3c(N)n(Cc4ccccc4)c(=O)[nH]c3=O)n[nH]2)cc1	-4.3	-4.4	-3.0	4.3	-3.9	16.2	-17.0	-3.2	-24.2	9.4
